# Compound activity: PubChem, Sanford-Burnham Center for Chemical Genomics
# SENP6 inh: SENP6 protease inhibitors, primary screen, biochemical, luminescence, uHTS. Sentrin-specific protease 6 (Homo sapiens), Q9GZR1. Recombinant SENP6 catalytic domain, aminoluciferin luminescence. inhibition, % at 10 µM. 1.8% of 330,000 active;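 active means inhibition above about 50% at the single tested dose, limit read from the data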;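 further: plate controls were DMSO wells with enzyme for no effect and DMSO wells lacking enzyme for full effect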
# SENP8 inh: human SENP8 protease inhibitors, primary screen, biochemical, fluorescence, Nedd8 protein substrate, uHTS. 0.64% of 360,000 active. inhibition, % at 20 µM. recombinant SENP8. Sentrin-specific protease 8 (Homo sapiens), Q96LD8; in the data active means inhibition mostly above about 40%, no sharp cut-off; inactive means mostly below about 27%
# Target sequence (Q96LD8 whole entry, looked up): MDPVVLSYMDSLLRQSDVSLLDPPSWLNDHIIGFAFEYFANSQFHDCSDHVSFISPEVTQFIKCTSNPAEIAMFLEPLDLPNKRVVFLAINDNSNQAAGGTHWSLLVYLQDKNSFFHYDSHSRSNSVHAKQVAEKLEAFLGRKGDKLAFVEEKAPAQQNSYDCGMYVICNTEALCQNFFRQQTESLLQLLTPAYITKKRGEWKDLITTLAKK
# NR3A LBD binder: binders of NR3A ligand-binding domain, primary screen, biophysical, differential scanning fluorimetry, uHTS. 2.5% of 340,000 active. NR3A LBD differential scanning fluorimetry, Tm shift; 0% = protein alone, 100% = glycine-bound protein. Tm shift relative to glycine control, % at 25 µM. Glutamate receptor ionotropic, NMDA 3A (GRIN3A) ligand-binding domain;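 active means melting temperature shift of at least 10% of the positive control shift, at one fixed dose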
# SENP7 block: SENP7 protease inhibitors, primary screen, biochemical, luminescence, uHTS | 1.5% of 330,000 active | inhibition, % at 5 µM | AID 434973, 2010 | recombinant SENP7, Z-RLRGG-aminoluciferin luminescence, 40 min;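 active means inhibition above about 50% at the single test dose, limit read from the data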;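 further: plate controls were DMSO with enzyme for no effect and no enzyme buffer wells for full effect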
# ATG4B inh: ATG4B protease inhibitors, primary screen, biochemical, fluorescence, uHTS | Cysteine protease ATG4B (Homo sapiens), Q9Y4P1 | ATG4B cleavage of LC3-PLA2, NBD-HPC fluorescence, 1 h | inhibition, % at 8.33 µM | 0.51% of 340,000 active; in the data active means inhibition above about 40%
# HKDC1 inhibitor: HKDC1 hexokinase inhibitors, primary screen, biochemical, fluorescence, uHTS; Q2TB90; recombinant HKDC1, G6PDH/diaphorase resazurin coupled fluorescence; inhibition, % at 20 µM; 0.16% of 340,000 active; AID 493160, 2011;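 active means inhibition above about 35% when tested at 20 µM, limit read from the data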;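 further: plate controls were DMSO wells with enzyme for no effect and DMSO wells lacking enzyme for full effect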
# Target sequence (Q2TB90 whole entry, looked up): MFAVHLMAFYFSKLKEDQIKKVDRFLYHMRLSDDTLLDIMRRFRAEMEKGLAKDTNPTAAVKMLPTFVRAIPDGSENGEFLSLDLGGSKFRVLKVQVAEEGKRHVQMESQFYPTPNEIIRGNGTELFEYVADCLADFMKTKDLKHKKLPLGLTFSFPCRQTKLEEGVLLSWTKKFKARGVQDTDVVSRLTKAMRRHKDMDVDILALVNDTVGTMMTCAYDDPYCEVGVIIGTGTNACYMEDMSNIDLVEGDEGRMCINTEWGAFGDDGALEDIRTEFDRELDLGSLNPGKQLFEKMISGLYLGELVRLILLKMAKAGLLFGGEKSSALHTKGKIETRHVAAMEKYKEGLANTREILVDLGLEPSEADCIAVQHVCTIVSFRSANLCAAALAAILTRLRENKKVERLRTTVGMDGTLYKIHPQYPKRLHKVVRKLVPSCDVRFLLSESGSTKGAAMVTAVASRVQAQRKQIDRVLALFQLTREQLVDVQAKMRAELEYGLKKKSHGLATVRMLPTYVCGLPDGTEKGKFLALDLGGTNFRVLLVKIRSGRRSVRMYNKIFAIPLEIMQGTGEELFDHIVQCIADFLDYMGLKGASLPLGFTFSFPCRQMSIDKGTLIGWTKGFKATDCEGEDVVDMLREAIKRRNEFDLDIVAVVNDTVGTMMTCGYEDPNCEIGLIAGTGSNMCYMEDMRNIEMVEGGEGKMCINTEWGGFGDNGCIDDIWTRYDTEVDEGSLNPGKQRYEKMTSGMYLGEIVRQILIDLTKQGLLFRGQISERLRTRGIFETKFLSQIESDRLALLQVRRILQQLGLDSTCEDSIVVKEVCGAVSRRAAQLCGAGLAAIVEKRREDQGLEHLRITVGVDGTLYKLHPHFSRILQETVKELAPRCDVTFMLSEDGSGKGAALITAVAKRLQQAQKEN
#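 Assay system – recombinant HKDC1 (HK5) hexokinase enzyme, produced in-house · Input – HKDC1 at 5 µg/mL · Reagent – glucose plus 1 mM ATP as hexokinase substrates · Timing – 90 min reaction incubation at room temperature, dark · Measured by – G6PDH/diaphorase-coupled fluorescence, 1 mM NADP, 100 µM resazurin, 525/613 nm · Benchmarks – DMSO-enzyme wells negative, buffer-substituted wells positive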
# MPTP inh: mitochondrial permeability transition pore inhibitors, primary screen, biochemical, isolated mouse mitochondria, absorbance; Ca2+ swelling absorbance, 30 min; 1.4% of 360,000 active; inhibition, % at 10 µM;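 active means inhibition of 50% or more, scaled per plate between neutral and stimulator controls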;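 further: 0% = DMSO wells given calcium and 100% = 1 mM EGTA wells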
# PfG6PD inh: PfG6PD enzyme inhibitors, primary screen, biochemical, fluorescence intensity, uHTS. inhibition, % at 20 µM. PfGluPho enzyme, NADPH resazurin-diaphorase fluorescence. 0.78% of 350,000 active. AID 504690, 2011. glucose-6-phosphate dehydrogenase-6-phosphogluconolactonase (Plasmodium falciparum 3D7);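 active means inhibition reaching at least a set limit at 20 µM in the primary screen, cut at about 59% in these data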;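 further: 0% = DMSO wells with substrate and 100% = DMSO wells lacking glucose-6-phosphate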
# * marks the source's active call; other numbers are inactive results; i = inactive; / = no result given.
# Order of results – SENP7 block	NR3A LBD binder	HKDC1 inhibitor	ATG4B inh	SENP8 inh	SENP6 inh	MPTP inh	PfG6PD inh
Nc1ccccc1OCCOCCOc1ccccc1N
  -2	1	5	2	6	-23	-0.5	-3
Cc1ccc(CN=c2c([N+](=O)[O-])nn(-c3ccc4c(c3)OCCO4)n2O)cc1
  35	13*	0	2	21	59*	1.9	16
COc1cccc(C2c3c(oc4cc(C)c(C)cc4c3=O)C(=O)N2CCCN(C)C)c1 (configuration not stated)
  0	-1	-2	-9	-13	-3	-0.1	8
CCN1CCN(C(=O)c2nn(-c3ccc(C)cc3)c(=O)c3c2c2ccccc2n3C)CC1
  -1	1	-4	-4	-124	-11	-0.8	2
N#Cc1ccc(NC(=O)Cn2cnc([N+](=O)[O-])c2)cc1
  6	1	-2	2	4	21	1.1	-4
OC(CNC1CCCC1)COc1c(F)cc(Br)cc1F (configuration not stated)
  -4	-3	-4	0	2	-5	-2.8	1
COc1ccc(-c2nc3n(n2)C(c2cccnc2)C(C(N)=O)=C(C)N3)cc1 (configuration not stated)
  6	0	-2	-5	-58	11	0.7	14
CCOc1nc(C)cc(C)c1S(=O)(=O)c1cccc(Cl)c1
  6	-1	-1	0	13	-2	0.0	2
COc1ccc(N=Nc2cc(C)c(O)c(CN3CCCCC3)c2)cc1
  -4	1	10	6	25	-4	0.2	5
COCC(C)NC(=O)c1cccc([N+](=O)[O-])c1 (configuration not stated)
  -11	-1	-12	-1	13	-20	-1.4	10
CCC(C(=O)N1CCN(C(=O)c2ccco2)CC1)c1ccccc1 (configuration not stated)
  -4	0	5	-15	10	-5	-0.8	-5
CN1CCN(c2ncnc3c2[nH]c2ccc(F)cc23)CC1
  3	5	-1	1	-489	5	-5.6	3
O=C(O)c1cccc(NC(=O)c2cn(-c3ccccc3)nc2-c2ccc([N+](=O)[O-])cc2)c1
  6	5	-3	1	9	-12	0.2	-7
Cc1ccc(S(=O)(=O)NCC(=O)OC(C)C(=O)Nc2ncc(Cl)cc2Cl)cc1 (configuration not stated)
  1	0	-5	-11	2	-13	-1.3	-4
Cc1ccc(OCCC(=O)Nc2ccc(S(=O)(=O)N3CCCC3)cc2)cc1
  4	-6	2	-14	0	-7	-1.5	10

# Record cards, as listed above. Screens in order: SENP7 block | NR3A LBD binder | HKDC1 inhibitor | ATG4B inh | SENP8 inh | SENP6 inh | MPTP inh | PfG6PD inh
# Shown for `CCOc1nc(C)cc(C)c1S(=O)(=O)c1cccc(Cl)c1` : 6 | -1 | -1 | 0 | 13 | -2 | 0.0 | 2
# Shown for `CCC(C(=O)N1CCN(C(=O)c2ccco2)CC1)c1ccccc1` (configuration not stated) : -4 | 0 | 5 | -15 | 10 | -5 | -0.8 | -5
# Shown for `O=C(O)c1cccc(NC(=O)c2cn(-c3ccccc3)nc2-c2ccc([N+](=O)[O-])cc2)c1` : 6 | 5 | -3 | 1 | 9 | -12 | 0.2 | -7

# Other records follow.
# Order of results – SENP7 block	NR3A LBD binder	HKDC1 inhibitor	ATG4B inh	SENP8 inh	SENP6 inh	MPTP inh	PfG6PD inh
COc1cccc(/C=N/NC(=O)CNC(=O)c2cccs2)c1O
  -1	-1	-11	-1	-90	11	1.3	-32
CN(C)c1cc[n+](CC(=O)c2cccs2)cc1
  9	-1	-8	-2	8	4	0.4	18
C[C@]1(C(=O)NCCN2CCOCC2)C=C[C@@H](Cc2ccccc2)N1C(=O)c1ccccc1
  -2	1	-2	-1	10	1	-0.3	-2
O=C(CN1CCCN(S(=O)(=O)c2ccc(F)cc2)CC1)Nc1c(Cl)cccc1Cl
  -11	0	-6	-5	21	-38	-1.7	-14
CN(Cc1ccccc1)CC(O)COc1ccc(CNCc2cc3ccccc3s2)cc1 (configuration not stated)
  2	0	-1	11	12	1	11	0
Cc1cc(C)cc(C(=O)OCC(=O)NC(=O)NC2CCCC2)c1
  -3	0	0	-8	9	-14	-0.1	-4
Cc1cc(C=O)c(O)cc1O
  -3	-3	0	2	5	-12	-0.8	7
C=C(C)COc1cc2oc(=O)c(CC(=O)N3C[C@H]4C[C@@H](C3)c3cccc(=O)n3C4)c(C)c2cc1Cl
  4	-2	10	-2	-182	-5	0.8	3
CCOC(=O)c1c(C)n(-c2ccccc2)c2ccc(O)cc12
  -5	2	-6	-17	-7	1	0.0	8
CCn1cc(CNC(=O)NC2CCCCC2)c(C)n1
  0	-5	-11	2	4	-11	2.9	1
COc1ccc(N2CCN(C(=O)c3cccnc3)CC2)c([N+](=O)[O-])c1
  5	-2	-6	4	14	-3	-1.0	-2
Cc1cc(C)c(N)c(C(=O)O)c1
  -3	2	-3	-11	-282	-16	-0.1	6
Cc1c(C(=O)Nc2ccc(S(=O)(=O)Nc3ncccn3)cc2)oc2ccc(F)cc12
  -3	3	-4	7	-3	7	-1.0	-16
CN(C(=O)c1ccccc1C(=O)c1ccccc1)C1CCS(=O)(=O)C1 (configuration not stated)
  -4	5	-3	-7	11	-15	-2.0	-6
CCNC(=S)N1CCN(c2ccccc2OCC)CC1
  -10	1	5	5	9	-15	-0.1	-20

# Further structures follow.
# Order of results – SENP7 block	NR3A LBD binder	HKDC1 inhibitor	ATG4B inh	SENP8 inh	SENP6 inh	MPTP inh	PfG6PD inh
COc1cc(OC)cc(C(=O)NNC(=O)C(=O)Nc2cc(OC)c(Cl)cc2OC)c1
  6	-9	1	3	8	-2	48	-70
C/C=C/C(=O)N1CC2(CC(c3cccc(NC(=O)CC(c4ccccc4)c4ccccc4)c3)=NO2)C[C@H]1C(N)=O (some centres not stated)
  2	-4	3	-13	1	-10	-1.9	19
O=C(O)c1ccc(Cn2cnc3c(=S)nc[nH]c32)cc1
  /	-1	-6	-3	-1	/	-0.2	50
CCOc1ccc(N2C(=O)Nc3ccccc3C2(O)C(=O)NCc2ccc(C)cc2)cc1 (configuration not stated)
  2	1	-4	-5	1	-24	44	-1
CCc1c(C)c(C#N)c2nc3ccccc3n2c1NCc1ccccn1
  -7	-2	-1	-7	-403	-13	0.6	42
Nc1nc2ccccc2n1C(=O)c1cccs1
  74*	1	-7	5	-45	11	-0.8	-1
S=c1nc(-c2ccccc2Cl)n(Cc2cccnc2)c2c1CCCC2
  -1	-3	2	9	17	-17	-0.6	-22
CC1CC(NC(=O)CC#N)CC(C)(C)C1 (configuration not stated)
  6	2	-5	9	-2	-17	1.5	-14
O=C(C[C@H]1C/C=C\CC[C@@H](Cc2ccc(F)cc2)C(=O)O[C@@H](c2ccccc2)CNC1=O)N[C@H](CO)Cc1ccccc1
  -9	-6	-2	0	7	-26	-0.2	-5
O=C1OC(N2C(=O)CC[C@H]2C(=O)Nc2ccc(F)c(F)c2)c2ccccc21 (some centres not stated)
  8	-1	-5	-17	13	-9	-0.5	6
O=C1NC(=O)/C(=C\c2ccc(Cl)nc2)S1
  -7	0	14	-3	1	-17	4.6	-23
COc1ccc(C(NC(=O)c2cccnc2)c2cc(Cl)c3cccnc3c2O)cc1OC (configuration not stated)
  2	-6	-11	-3	10	-3	-3.4	-22
Cn1c(-c2ccc(Br)cc2)cnc1NCc1ccc(C#N)cc1
  5	4	5	-10	10	-2	1.6	9
O=C1c2ccccc2NC(c2ccc(-c3cccs3)o2)N1O (configuration not stated)
  7	-2	-9	-11	i	25	-0.3	5
O=C(COC(=O)c1ccc2ncsc2c1)NCc1cccc(Cl)c1
  17	-3	-2	18	-43	6	-0.1	-12

# Next section:
# Order of results – SENP7 block	NR3A LBD binder	HKDC1 inhibitor	ATG4B inh	SENP8 inh	SENP6 inh	MPTP inh	PfG6PD inh
CCOC(=O)C(C)Sc1ncnc2c1nnn2-c1ccc(F)cc1 (configuration not stated)
  2	1	-5	5	17	-9	-3.1	-12
Cc1cc(Br)ccc1NC(=O)CNC(=O)Cn1ncc(Cl)c(Cl)c1=O
  -1	0	-5	-6	8	-11	-1.1	4
COc1ccc(NC(=O)CCN2CCC(C)CC2)cc1
  -7	-2	0	-8	7	-16	-1.8	-4
O=S(=O)(Nc1ccc2nc(C(F)(F)F)[nH]c2c1)c1ccccc1
  10	-4	17	-5	17	1	0.1	22
CCCCCCCCCC(=O)N/N=C/c1ccc(C)s1
  11	-5	4	-8	4	-11	17	35
c1ccc(-c2csc(NNC3=NCCCCC3)n2)cc1
  -11	-3	-18	-11	6	-4	4.8	19
O=C(O)c1ccc(Oc2ccc([N+](=O)[O-])cc2)c([N+](=O)[O-])c1
  /	6	1	2	15	/	-0.2	-13
Cc1cccc(/N=C2/NC(=O)C(Cc3ccccc3)S2)n1 (configuration not stated)
  -2	0	-8	-4	-5	-5	0.4	-4
Cc1cc(N2CCN(c3ccccc3)CC2)n2c(n1)nc1ccccc12
  -2	0	-5	-9	-335	-9	-2.1	-1
COc1ccc(S(=O)(=O)N2CCc3ccccc3C2)cc1
  4	8	4	0	7	-4	-1.3	-6
Cc1ccc(SCCC(=O)Nc2cccnc2)cc1
  3	0	6	3	16	13	-1.9	7
O=C(COC(=O)CNC(=O)c1cccc([N+](=O)[O-])c1)Nc1cccc(S(=O)(=O)N2CCCC2)c1
  3	-12	1	-15	24	10	1.0	-9
Fc1ccc(-c2nc(-c3cccs3)no2)cc1
  94*	-1	-4	5	15	95*	1.7	-11
COc1cc(O)c(C(CCN2CCN(c3ccccc3)CC2)c2ccc3c(c2)OCO3)c(OC)c1 (configuration not stated)
  -12	-25	6	-5	27	-12	2.1	23
O=C(c1ccco1)c1cn(CC(=O)N2CCCC2)c2ccccc12
  -9	1	0	-6	-2	-2	-3.1	4

# New compounds follow.
# Order of results – SENP7 block	NR3A LBD binder	HKDC1 inhibitor	ATG4B inh	SENP8 inh	SENP6 inh	MPTP inh	PfG6PD inh
O=C(O)CSCc1cnn(-c2ccccc2)c1-n1cccc1
  -3	-2	5	-1	17	11	-1.7	-20
CC(C)C(=O)NCCc1nc2ccccc2n1C
  -3	-1	-6	1	11	-16	13	25
CC1CCCCC12NC(=O)N(CC(=O)NCCc1c[nH]c3ccccc13)C2=O (configuration not stated)
  10	-2	-1	-7	-2	3	-2.8	13
CCc1ccc(NS(=O)(=O)c2cc(OC)ccc2OC)cc1
  7	5	11	-10	6	-22	0.4	11
O=C(c1ccc(Cn2cc(Cl)cn2)cc1)N1CCN(c2ccccc2)CC1
  -1	-1	-4	-11	17	2	4.0	10
Cc1ccc(S(=O)(=O)Nc2ccc(NC(=O)c3cccnc3)cc2)cc1
  0	1	-3	-2	12	1	-1.0	-5
Cc1ccc(-n2cc(CN3CCN(c4ccccn4)CC3)c(-c3ccc(F)cc3)n2)cc1
  -4	1	1	5	-2	27	1.6	13
CN1/C(=C\C(=O)COc2ccc3c(c2)OCO3)C(C)(C)c2ccccc21
  -1	3	-1	-2	-337	-8	3.6	43
C=CCNC(=O)C1CC(=O)N(c2ccc(OCC(=O)Nc3ccccc3)cc2)C1 (configuration not stated)
  -2	3	12	3	6	-28	0.0	7
Cn1c(CNC(=O)C(Cc2ccccc2)NC(=O)c2ccccc2F)cc(=O)n(C)c1=O (configuration not stated)
  0	-8	-4	-6	-2	16	1.0	-10
COCCNC(=O)CSc1nc2ccccc2c(=O)n1-c1cccc(OC)c1
  3	-2	-11	2	-1	-11	-0.8	-2
CCCc1cc(=O)c2c(O)ccc(OC)c2o1
  1	-2	-3	-3	17	10	1.6	-7
COc1cc(/C=C2\SC(=S)N(NC(=O)c3cccc(O)c3)C2=O)ccc1O
  4	5	6	9	25	9	16	-42
